KCNK9 block: KCNK9 potassium channel inhibitors, primary screen, HEK293 cells, thallium flux; FluxOR thallium flux fluorescence; hits give low values; B-score at 10 µM; 310,000 tested, 1.2% active;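 active = ratio B-score over 3 SD below the library mean, with starting fluorescence within 5 SD of its mean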;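 note: negative B-score means less thallium flux so channel inhibition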
KCNQ1 pot: potentiators or activators of KCNQ1 channel, primary screen, cell-based, thallium flux, high-throughput; Potassium voltage-gated channel subfamily KQT member 1 (Homo sapiens), P51787; CHO-K1 KCNQ1, thallium flux FluxOR fluorescence; hits give high values; B-score at 10 µM; 310,000 tested, 0.35% active; AID 2648, 2010;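 active = fluorescence ratio B-score, a plate-corrected score, at least three library SD, with initial intensity B-score within 5 SD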
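System: Stable KCNQ1 CHO-K1 line | Incubation: 90 min dye loading and 20 min compound exposure, both at room temperature | Measure: Ratio B score | Medium: Assay buffer for compound exposure, DMSO matched across wells | Compound dosing: Single-concentration screen | Probe or stimulus: K+/Tl+ depolarizing stimulus | Measured by: Kinetic FluxOR fluorescence, 10 s baseline plus 110 s post-stimulus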
RGS4 pot: RGS4 potentiators or activators, primary screen, cell-based, HEK293 M3R inducible RGS4, calcium flux; carbachol calcium flux Fluo4; hits give low values; B-score at 10 µM; 310,000 tested, 0.92% active; AID 463111, 2010;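 active = B-score of the integrated calcium signal more than 4 SD below the library mean, with starting fluorescence not abnormally high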;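 note: negative B-score means reduced calcium response which marks RGS4 activation or potentiation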
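Detection: kinetic calcium fluorescence imaging with Fluo4-AM dye, 2 µM / Material: HEK293 cells with stable M3R and inducible RGS4 / Schedule: recording 10 s baseline at 1 Hz, 100 s post-agonist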
RGS4 block: RGS4 inhibitors, primary screen, cell-based, HEK293 M3R inducible RGS4, calcium flux; Regulator of G-protein signaling 4 (Homo sapiens), P49798; Fluo-4 calcium flux; hits give high values; triggered by carbachol at its EC20; B-score at 10 µM; 310,000 tested, 0.45% active; AID 463165, 2010;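 active = B-score, a plate-corrected calcium signal, over three deviations above library mean, with baseline fluorescence within five deviations of library mean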;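 note: RGS4 expression induced by doxycycline in cells with stable M3 receptor; B-score is computed from the integrated fluorescence ratio over baseline after carbachol; higher B-score means a larger calcium signal and so more RGS4 inhibition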
Target sequence (P49798 whole entry, looked up): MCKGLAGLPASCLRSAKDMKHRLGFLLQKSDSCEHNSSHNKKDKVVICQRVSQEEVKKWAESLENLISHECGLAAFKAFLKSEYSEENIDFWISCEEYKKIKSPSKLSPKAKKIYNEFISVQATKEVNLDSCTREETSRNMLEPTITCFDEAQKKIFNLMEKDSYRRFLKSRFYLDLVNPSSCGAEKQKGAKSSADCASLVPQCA
KCNQ1 inh: inhibitors of human KCNQ1 channel, primary screen, cell-based, thallium flux, high-throughput. CHO-K1 KCNQ1, FluxOR thallium flux fluorescence; hits give high values. 310,000 tested, 1.3% active. Potassium voltage-gated channel subfamily KQT member 1 (Homo sapiens), P51787. B-score at 10 µM;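 active = compounds whose thallium flux B-score, printed positive for inhibition, exceeds three library SD while starting fluorescence stays within three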;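 note: channel opened by potassium depolarization with thallium stimulus after 20 min compound exposure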
SKKanGAS inh: S. pyogenes SKKanGAS growth inhibitors in kanamycin, primary screen, streptokinase expression inhibitor project, SKKanGAS strain, BacTiter-Glo luminescence | inhibition, % at 7.5 µM | 300,000 tested, 1.3% active | 6 h;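 active = mean replicate score, as percent of positive control median, at least 50; inconclusive = mean below 50 but one replicate at or above 50; inactive = mean and every replicate below 50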;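 note: strain carries kanamycin resistance gene driven by streptokinase promoter and grows in 40 µg/ml kanamycin; loss of luminescence reflects streptokinase promoter inhibition or plain growth inhibition; 0% = median of DMSO wells and 100% = positive control at its reference dose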
ANO1 block: TMEM16A chloride channel inhibitors, primary screen, cell-based, HTS; AID 588511, 2011; 310,000 tested, 1.2% active; normalized B-score (activity score, 25-100; higher = stronger inhibition) at 10 µM; HEK293 TMEM16A/YFP iodide influx fluorescence, ionomycin;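 active = ratio plate-corrected score three or more library SD toward inhibition, starting fluorescence score within five deviations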;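 note: score derived from kinetic fluorescence span divided by baseline fluorescence per well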
KCNK3 block: human KCNK3 channel inhibitors, primary screen, CHO cells, FluxOR thallium flux, B-score. Potassium channel subfamily K member 3 (Homo sapiens), O14649. FluxOR fluorescence; hits give low values. B-score at 10 µM. 340,000 tested, 0.84% active. AID 602410, 2012;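 active = B-score under library mean minus 4 SD, starting fluorescence ratio at most library mean plus 5 SD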;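 note: more negative B-score means stronger inhibition of thallium flux through KCNK3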
Target sequence (O14649 whole entry, looked up): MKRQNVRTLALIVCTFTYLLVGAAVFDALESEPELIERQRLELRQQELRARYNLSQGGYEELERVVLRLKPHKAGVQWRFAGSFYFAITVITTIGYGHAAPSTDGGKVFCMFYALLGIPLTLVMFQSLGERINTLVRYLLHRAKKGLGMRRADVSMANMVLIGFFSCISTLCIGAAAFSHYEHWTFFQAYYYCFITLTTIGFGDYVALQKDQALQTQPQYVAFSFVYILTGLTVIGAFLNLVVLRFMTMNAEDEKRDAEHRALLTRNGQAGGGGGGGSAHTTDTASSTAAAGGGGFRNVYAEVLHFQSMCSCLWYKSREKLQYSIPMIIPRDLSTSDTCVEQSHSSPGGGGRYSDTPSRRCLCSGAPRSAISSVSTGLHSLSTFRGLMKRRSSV
TMEM16A act: TMEM16A chloride channel activators or potentiators, primary screen, cell-based, HTS; Anoctamin-1 (Mus musculus), Q8BHY3; HEK293 TMEM16A/YFP-H148Q/I152L, iodide quench fluorescence; hits give low values; B-score at 10 µM; 340,000 tested, 0.3% active;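 active = fluorescence-ratio B-score plate-corrected deviation score at least 3 library SD below zero, with starting fluorescence score within 5 deviations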;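 note: channel opened by trigger with iodide after compound preincubation; score built on the fluorescence ratio of max minus min over baseline; more negative score means more quench and so TMEM16A activation or potentiation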
HDAC3 inhib: HDAC3 deacetylase inhibitors, primary screen, biochemical, fluorescence, cell-free homogeneous; Histone deacetylase 3 (Homo sapiens), O15379; recombinant HDAC3, fluorogenic peptide/trypsin coupled; inhibition, % at 8.3 µM; 320,000 tested, 0.15% active; AID 2718, 2010; in the data active = inhibition above about 26%, passing the limit was not always enough; inconclusive = no clear call, values can overlap the other calls
Target sequence (O15379 whole entry, looked up): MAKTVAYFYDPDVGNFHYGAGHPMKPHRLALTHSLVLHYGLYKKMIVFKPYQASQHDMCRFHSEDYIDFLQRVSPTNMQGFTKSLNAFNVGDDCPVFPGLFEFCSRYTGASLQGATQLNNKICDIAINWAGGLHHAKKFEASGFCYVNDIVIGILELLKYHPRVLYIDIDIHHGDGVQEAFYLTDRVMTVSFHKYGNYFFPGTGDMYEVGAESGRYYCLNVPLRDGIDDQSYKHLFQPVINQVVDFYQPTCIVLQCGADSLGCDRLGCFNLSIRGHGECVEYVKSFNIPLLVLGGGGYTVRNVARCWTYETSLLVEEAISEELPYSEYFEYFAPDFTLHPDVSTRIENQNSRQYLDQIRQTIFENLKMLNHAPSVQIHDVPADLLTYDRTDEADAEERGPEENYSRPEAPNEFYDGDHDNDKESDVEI
hERG protect: hERG rescue from dofetilide block, primary screen, cell-based, CHO-hERG, FluxOR thallium flux, dofetilide IC70; Voltage-gated inwardly rectifying potassium channel KCNH2 (Homo sapiens), Q12809; dofetilide IC70 present; activation (rescue from dofetilide block), less the hit threshold, % at 10 µM; 310,000 tested, 0.51% active; AID 1511, 2009;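 active = activation above the mean of controls blocked by dofetilide plus 5 SD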;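 note: thallium influx through hERG after potassium depolarization seen as dye fluorescence rise; in these data hits start at about 4.7%; inactives centre near -7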
Starred values were filed as active, the others as inactive; i = inactive; ? = inconclusive; / = not tested or not shown. Rows were taken by chance; about 6.3% have a hit in one of these screens.

SMILES	KCNK9 block	KCNQ1 pot	RGS4 pot	RGS4 block	KCNQ1 inh	SKKanGAS inh	ANO1 block	KCNK3 block	TMEM16A act	HDAC3 inhib	hERG protect
Cc1ccc(Oc2nc3ccccn3c(=O)c2/C=C(\C#N)C(=O)Nc2c(C)n(C)n(-c3ccccc3)c2=O)cc1	i	i	i	i	i	-2	i	i	i	1	-6
O=C(Nc1ccccc1)Nc1cc([N+](=O)[O-])ccc1F	i	i	i	i	i	-1	i	i	i	/	-6
CCN(CC(=O)NC(C)C)C(=O)[C@H](C)NC(=O)c1ccc(Br)cc1	i	i	i	i	i	0	i	i	i	-9	-9
O=C(CCC(=O)N1CCN(C2CCCCC2)CC1)Nc1nnc(C(F)(F)F)s1	i	i	i	i	i	-1	i	i	i	-2	-5
CCCCNC(=O)COC(=O)c1cc(F)c(F)cc1Cl	i	i	i	i	i	-6	i	i	i	5	-6
CC(C)CCn1c(=O)c2ccccc2n2c(CN(C)Cc3ccccc3)nnc12	i	i	i	i	i	0	i	i	i	3	-11
CC1=N/C(=C\c2ccc([N+](=O)[O-])cc2)C(=O)N1c1cc(Cl)ccc1C	i	i	i	i	i	4	i	i	i	-4	-7
O=C(CSc1n[nH]c(=O)[nH]c1=O)Nc1ccc2c(c1)C(=O)c1ccccc1C2=O	i	i	i	i	i	14	i	i	i	7	-6
O=C(COC(=O)/C=C/c1cccc(Cl)c1)Nc1ccc2[nH]c(=O)[nH]c2c1	i	i	i	i	i	2	i	i	i	1	-15
O=S(=O)(NC(=S)NC1CCCCC1)c1ccccc1	i	i	i	i	i	-3	i	i	i	0	-4
O=C(c1ccccn1)c1conc1C(=O)c1ccc(Br)cc1	i	i	i	i	i	3	i	i	i	1	-17
Cc1ccc(-c2noc(CN(C(=O)Cc3ccccc3)C(C)C)n2)cc1	i	i	i	i	i	-5	i	i	i	-1	-13
CCC(=O)c1ccccc1OCCCCn1cncn1	i	i	i	i	i	-2	i	i	i	6	-6
CC(=O)c1cnc(-c2cccc(Cl)c2)s1	i	i	i	i	i	2	i	i	i	0	-14
O=C(COc1ccc(S(=O)(=O)NC2CCCC2)cc1)N1CCCCCC1	i	i	i	i	i	-1	i	i	i	-1	-5
O=C(NCc1ccccc1F)C1CCCN1C(=O)Nc1cccc(F)c1 (stereo not given)	i	i	i	i	i	-4	i	i	i	-7	-7
CN(C)c1ccc(C(CNS(=O)(=O)c2ccc([N+](=O)[O-])cc2)N2CCOCC2)cc1 (stereo not given)	i	i	i	i	i	2	i	i	i	2	-8
COc1ccc(CNc2nc(-c3ccccc3)nn2C(=O)c2ccc([N+](=O)[O-])cc2)cc1	i	i	i	i	i	-4	i	i	i	1	-10
C/C(=N\NC(=O)c1c(C)nc2ccccn12)c1ccc(O)cc1O	i	i	i	i	i	1	i	i	i	-9	-3
CCCc1[nH]nc2c1C(c1cccc(OC(=O)c3ccco3)c1)C(C#N)=C(N)O2 (stereo not given)	i	i	i	i	i	0	i	i	i	?	4.6*
Cc1ccc(NC(=O)C(=O)NCC2CCCN2S(=O)(=O)c2cccs2)c(C)c1 (stereo not given)	i	i	i	i	i	4	i	i	i	0	-14
COc1ccc(-c2n[nH]c3c2CN(C(=O)c2ccc(OC)c(OC)c2)CC3)cc1	i	i	i	i	i	-5	i	i	i	-2	-13
COc1ccccc1NC(=O)c1ccc2nc(-c3ccccc3)c(-c3ccccc3)nc2c1	i	i	i	i	i	11	i	i	i	3	-17
O=C(CN1CCCCCC1)Nc1ccc(F)c(F)c1	i	i	i	i	i	-19	i	i	i	1	-8
C=CCNc1nc(N2CCOCC2)c(C#N)c2c1CN(C)CC2	i	i	i	i	i	0	i	i	i	-10	-6
Cc1cccc(NC(=O)NNC(=O)c2cc3occc3[nH]2)c1C	i	i	i	i	i	-2	i	i	i	3	0
Cc1cccc(OCC(=O)Nc2cc(NC(=O)COc3cccc(C)c3C)cc(C(=O)O)c2)c1C	i	i	i	i	i	19	i	i	i	0	-8
Cc1cc(=O)[nH]c2ccc(S(=O)(=O)NC3CCCCC3)cc12	i	i	i	i	i	0	i	i	i	-6	-5
Cc1cc(Cl)ccc1NC(=S)N1CCN(C(=O)C2CCCO2)CC1 (stereo not given)	i	i	i	i	i	-5	i	i	i	-5	-7
CCN(C(=O)CSc1ccc2ccccc2c1)C1CCS(=O)(=O)C1 (stereo not given)	i	i	i	i	i	11	i	i	i	3	-10
O=C(NC1CCN(S(=O)(=O)c2ccc(F)cc2)CC1)c1ccco1	i	i	i	i	i	0	i	i	i	-2	-7
COC(=O)c1ccccc1N=Nc1c(C)n[nH]c1C	i	i	i	i	i	-2	i	i	i	3	-7
COc1ccc(N=Cc2ccc(CNS(=O)(=O)c3ccc(Cl)cc3)o2)cc1	i	i	i	i	i	6	i	i	i	-3	-12
CCOC(=O)c1c(C)[nH]c(C(=O)NNC(=O)c2ccc(C(C)(C)C)cc2)c1C	i	i	i	i	i	9	i	i	i	6	-3
COc1ccccc1CNC(=O)CCc1c(C)nc2cc(-c3ccccc3OC)nn2c1C	i	i	i	i	i	4	i	i	i	-6	-9
O=C(Nc1ccccc1C(=O)NCCCN1CCOCC1)c1cccc([N+](=O)[O-])c1	i	i	i	i	i	-18	i	i	i	-1	-9
CC(=O)COc1cccc2ccc(/C=C/c3ccc(Br)s3)nc12	i	i	i	i	i	15	i	i	i	-4	-7
COc1ccc(Nc2oc(-c3ccc(F)cc3)nc2C#N)cc1	i	i	i	i	i	0	i	i	i	-2	2
CCc1nnc(NS(=O)(=O)c2ccc(N/C=C\C(=O)c3ccc(F)cc3)cc2)s1	i	i	i	i	i	9	i	i	i	/	0
O=C(CCN1CCOCC1)NCc1ccccc1	i	i	i	i	i	3	i	i	i	5	-2
CN(C)CCN(C)Cc1ccccc1Sc1cccc2ccccc12	i	i	i	i	i	-6	i	i	i	-2	-17
Nc1c(-c2ccccc2)cnc2ncnn12	i	i	i	i	i	-3	i	i	i	-6	-7
COC(=O)COc1ccc(S(=O)(=O)N2CCCCC2)cc1[N+](=O)[O-]	i	i	i	i	i	6	i	i	i	-5	-11
O=C(NNC(=O)c1ccc2c(=O)n3c(nc2c1)CCC3)c1ccc(F)cc1	i	i	i	i	i	-7	i	i	i	-1	-15
CC(/C=C/c1ccccc1)=N\NC(=O)c1cc(C)[nH]n1	i	i	i	i	i	-2	i	i	i	2	-7
O=[N+]([O-])c1ccccc1Sc1nccn1Cc1ccccc1	i	i	i	i	i	2	i	i	i	1	-10
CCOc1cc(-c2nc3cc(C)ccn3c2NCC2CCCO2)ccc1O (stereo not given)	i	i	i	i	i	-8	i	i	i	-10	-18
CC(C)CC(=O)Nc1cc2c3c(c1)C(C)C(=O)N3CCC2 (stereo not given)	i	i	i	i	i	-1	i	i	i	2	-4
CCN(C(=O)Cn1nc(C)c([N+](=O)[O-])c1C)c1c(N)n(Cc2ccccc2)c(=O)[nH]c1=O	i	i	i	i	i	-2	i	i	i	-15	-17
COc1ccc(OC)c2c(C)cc(NCCN3CCOCC3)nc12	i	i	i	i	i	-5	i	i	i	-7	-5
Later entries:
SMILES	KCNK9 block	KCNQ1 pot	RGS4 pot	RGS4 block	KCNQ1 inh	SKKanGAS inh	ANO1 block	KCNK3 block	TMEM16A act	HDAC3 inhib	hERG protect
CN1CCN(Cc2c(O)ccc3cc(Br)ccc23)CC1	i	i	i	i	i	-1	i	/	/	-1	-4
Cc1ccc(OCCNCC(O)COc2ccccc2)cc1 (stereo not given)	i	i	i	i	i	-2	i	i	i	-2	-3
Cc1occc1C(=O)N/N=C/c1ccc2c(c1)OCO2	i	i	i	i	i	34	i	i	i	5	-13
CCSc1ccccc1C(=O)Nc1cc(OC)c(OC)c(OC)c1	i	i	i	i	i	-2	i	i	i	5	-6
COc1cccc(Oc2ccc(OC)cc2C(=O)O)c1	i	i	i	i	i	7	i	i	i	-7	-4
CCOc1ccc(C(C)NC(=O)Cc2ccccc2F)cc1OCC (stereo not given)	i	i	i	i	i	-2	i	i	i	-2	-15
COc1ccc(Br)cc1/C=C/C(=O)NC(=S)Nc1ccc(CN2CCOCC2)cc1	i	i	i	i	8*	20	i	i	i	12	-19
COc1ccc(C2=NC(=O)NC2c2ccc(OC)cc2)cc1 (stereo not given)	i	i	i	i	i	3	i	i	i	4	-11
Cc1cc(C(=O)OCC(=O)NC2CCS(=O)(=O)C2)c2ccccc2n1 (stereo not given)	i	i	i	i	i	-3	i	i	i	4	-10
CCOC(=O)c1sc(NC(=O)CNCc2ccccn2)c(C(=O)OCC)c1C	i	i	i	i	i	88*	i	i	i	5	-11
CCC(C)c1ccc2oc(-c3ccc(NC(=O)c4ncn[nH]4)cc3)nc2c1 (stereo not given)	i	i	i	i	i	10	i	i	i	-5	-10
COC(OC)C1(C)C(C#N)=C(N)Oc2c1c(=O)oc1ccccc21 (stereo not given)	i	i	i	i	i	-2	i	i	i	6	-4
COC(=O)c1cc2c(s1)-c1cc(F)ccc1OC2	i	i	i	i	i	-3	i	i	i	-122	-9
CCN1C(=O)c2cccc3c(NC(=O)c4ccc(S(=O)(=O)N5CCOCC5)cc4)ccc1c23	i	i	i	i	i	3	i	i	i	-6	-6
O=C(CSc1cccc[n+]1[O-])Nc1ccc(N2CCOCC2)cc1	i	i	i	i	i	0	i	/	/	2	-9
Cc1nc2cc(C(=O)OCC(=O)NC34CC5CC(CC(C5)C3)C4)ccc2n1-c1ccccc1	i	i	i	i	i	21	i	i	i	-3	-19
NNC(=O)c1ccc(Cn2cc(Cl)cn2)o1	i	i	i	i	i	2	i	i	i	-1	-3
CCOc1cccc(N2CCN(CCNC(=O)Nc3ccc(C)cc3)CC2)c1C	i	i	i	i	i	6	i	i	i	1	-12

Screens as filed in PubChem BioAssay.
